# DDE Tn7 FP inh = disrupts Tn7 cyclic peptide binding to fibrin D-Dimer-E complex | P02675 | FP displacement of FITC-Tn7 peptide from fibrin DD(E); 0% = median of compound wells per plate | inhibition, % at 8.3 µM | hit rate 0.13% among 370,000;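 active = inhibition above the mean of compounds falling within the control limits plus 3 SD of them, cut at about 14% in these data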;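 also: 0% = plate median of compound wells and 100% = 10 µM Aha-Tn7 peptide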
#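 Measure: % inhibition scaled between sample-field median and high-control FP; Test system: human fibrin DD(E); Quantity: 2 µM final DD(E) protein; Doses: one dose, 8.3 µM nominal; Schedule: compound with protein 10 min, then 3 h after probe, room temperature; Detection: fluorescence polarization; Medium: Tris buffer with calcium and detergent, pH 7.8.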
# HTRA1 inh = blocks human HTRA1 serine peptidase. AID 504803. recombinant HTRA1, FP-rhodamine activity-based probe, fluorescence polarization. Q92743. inhibition, % at 5.96 µM. hit rate 0.5% among 340,000; in the data active = inhibition above about 36%;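 also: 0% = enzyme with DMSO and 100% = wells lacking enzyme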
# Target sequence (Q92743 whole entry, looked up): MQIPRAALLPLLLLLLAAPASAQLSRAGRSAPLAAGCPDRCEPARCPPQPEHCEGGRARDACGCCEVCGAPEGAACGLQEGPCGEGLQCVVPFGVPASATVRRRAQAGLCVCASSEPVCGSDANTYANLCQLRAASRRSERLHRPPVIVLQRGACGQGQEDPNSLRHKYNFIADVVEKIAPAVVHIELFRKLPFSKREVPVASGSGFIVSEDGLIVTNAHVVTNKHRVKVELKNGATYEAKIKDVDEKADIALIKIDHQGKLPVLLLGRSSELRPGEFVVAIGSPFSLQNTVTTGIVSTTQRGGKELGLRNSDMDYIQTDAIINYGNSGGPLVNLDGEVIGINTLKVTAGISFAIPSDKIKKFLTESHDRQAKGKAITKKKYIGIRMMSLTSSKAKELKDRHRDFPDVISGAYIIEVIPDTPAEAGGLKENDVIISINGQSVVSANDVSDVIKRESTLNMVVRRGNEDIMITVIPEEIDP
# PRMT1 inh = blocks human protein arginine methyltransferase 1; hit rate 1.3% among 370,000; Q99873; AID 652257; recombinant PRMT1, activity-based probe fluorescence polarization; inhibition, % at 2.79 µM;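 active = inhibition above about 21% made by adding two undisclosed values, limit read from the data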
# SIAE primary = human SIAE inhibition, primary screen; SIAE FP-Rh probe binding, fluorescence polarization; AID 1053197; inhibition, % at 9.66 µM; hit rate 0.69% among 370,000;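 active = inhibition above a cutoff: mean of compounds within the control limits plus 3 SD of those, cut at about 17% in these data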;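 also: 0% = plate median of compound wells and 100% = probe without SIAE protein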
# Target sequence (Q9HAT2 whole entry, looked up): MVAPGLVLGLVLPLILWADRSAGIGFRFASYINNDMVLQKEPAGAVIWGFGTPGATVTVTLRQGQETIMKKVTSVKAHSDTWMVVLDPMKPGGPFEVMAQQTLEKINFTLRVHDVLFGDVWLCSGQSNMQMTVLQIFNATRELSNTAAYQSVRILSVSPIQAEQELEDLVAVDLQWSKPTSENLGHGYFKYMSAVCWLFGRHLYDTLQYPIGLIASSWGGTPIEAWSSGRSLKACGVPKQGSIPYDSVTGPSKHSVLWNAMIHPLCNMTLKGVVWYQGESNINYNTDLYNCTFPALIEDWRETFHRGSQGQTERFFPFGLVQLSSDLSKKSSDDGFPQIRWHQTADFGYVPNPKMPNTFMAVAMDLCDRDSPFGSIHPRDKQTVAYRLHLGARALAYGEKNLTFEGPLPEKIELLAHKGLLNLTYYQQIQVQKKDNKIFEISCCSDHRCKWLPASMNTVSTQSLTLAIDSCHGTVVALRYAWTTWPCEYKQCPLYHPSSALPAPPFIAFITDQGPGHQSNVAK
# TCR CD3 inh = human TCR-CD3 binding inhibition. TAMRA-labeled TCR probe fluorescence, biochemical. inhibition, % at 9.4 µM. hit rate 0.37% among 360,000. AID 651800; in the data active = inhibition above about 19%;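 also: recombinant mutant TCR 2C K166C tagged with TAMRA read by polarization; 0% = receptor in buffer alone and 100% = receptor with positive control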
# UHRF1 binding = blocks human UHRF1 binding to methylated DNA. UHRF1 binding to methylated oligo, TR-FRET. inhibition, % at 4.4 µM. Q96T88. hit rate 0.75% among 370,000; in the data active = inhibition above about 21%;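 also: UHRF1 SRA domain binding a hemimethylated CpG hairpin DNA probe; 0% = median of test compound wells and 100% = reference inhibitor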
# LEDGF integ inh = blocks HIV-1 LEDGF/p75-dependent DNA integration; TR-FRET IN-LEDGF/p75 DNA integration, Eu/Cy5; inhibition, % at 3.7 µM; hit rate 0.64% among 370,000;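 active = inhibition above the screen-wide mean plus 3 SD, cut at about 13% in these data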;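 also: signal is the Cy5 over europium emission ratio at 671 and 618 nm; 0% = plate median of compound wells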
# PG9 Ab binder = PG9 antibody binding by small molecule; TR-FRET gp120-PG9 antibody binding; inhibition, % at 6.7 µM; hit rate 0.43% among 360,000; AID 624416; in the data active = inhibition above about 8.5%
# ABHD4 inh = ABHD4 (mouse) inhibition, primary FP screen; purified mABHD4, FP-Rh probe fluorescence polarization; inhibition, % at 8.92 µM; hit rate 0.54% among 370,000;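 active = inhibition exceeding the mean over every tested compound plus 3 SD, cut at about 30% in these data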;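 also: 0% = plate median of compound wells and 100% = S159A mutant with DMSO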
#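 Assay system: mABHD4 protein; medium: HEPES pH 7.0, NaCl, Pluronic buffer; dosing: 8.92 µM, single dose; schedule: 45 min + 60 min at 25 °C; signal: FP readout, ex 525 nm / em 598 nm; read-out: normalized percent inhibition of probe labeling; repeats: single replicate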
# TDP2 inh = TDP2 (human) inhibition, absorbance primary screen | O95551 | inhibition, % at 12.8 µM | hit rate 0.34% among 370,000 | recombinant TDP2, T5PNP hydrolysis, p-nitrophenol absorbance 415 nm | AID 720702;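 active = inhibition above the mean of all tested compounds plus 3 SD, set per campaign, cut at about 25% in these data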;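 also: 0% = DMSO with enzyme and 100% = buffer with substrate but no TDP2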
#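 Read-out basis: percent inhibition. System: recombinant human TDP2. Buffer or medium: Mg2+-containing Tris-HCl buffer, pH 7.5. Repeats: single replicate. Timing: reaction 2 h, 37 °C. Benchmarks: high control without enzyme, low control DMSO plus TDP2. Probe or stimulus: 5 mM T5PNP. Doses: 12.8 µM only. Measured by: epi absorbance of p-nitrophenol freed from T5PNP by hydrolysis.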
# * marks the source's active call; other numbers are inactive results; . = no result given.
# A first look (3 entries):
SMILES,DDE Tn7 FP inh,HTRA1 inh,PRMT1 inh,SIAE primary,TCR CD3 inh,UHRF1 binding,LEDGF integ inh,PG9 Ab binder,ABHD4 inh,TDP2 inh
COc1ccc(-c2nc3cc(C)c(Br)c(C)n3c2Cc2ccccc2C(F)(F)F)cc1OC,2,.,3,-1,-3,25*,-2,-1.1,6,9
CC1CC[C@@]2(OC1)O[C@H]1CC3[C@@H]4C[C@@H](O)[C@@]5(O)C[C@@H](O)[C@H](O)C[C@]5(C)[C@H]4CC[C@]3(C)[C@H]1[C@@H]2C (some centres undefined),2,2,0,3,9,0,0,-2.2,-2,14
CSCCC(NC(=O)c1ccco1)C(=O)N1CCC(C(N)=O)CC1 (centres undefined),2,-1,0,6,2,1,0,2.1,-4,3

# Main list, previewed entries included:
SMILES,DDE Tn7 FP inh,HTRA1 inh,PRMT1 inh,SIAE primary,TCR CD3 inh,UHRF1 binding,LEDGF integ inh,PG9 Ab binder,ABHD4 inh,TDP2 inh
COc1ccc(-c2nc3cc(C)c(Br)c(C)n3c2Cc2ccccc2C(F)(F)F)cc1OC,2,.,3,-1,-3,25*,-2,-1.1,6,9
CC1CC[C@@]2(OC1)O[C@H]1CC3[C@@H]4C[C@@H](O)[C@@]5(O)C[C@@H](O)[C@H](O)C[C@]5(C)[C@H]4CC[C@]3(C)[C@H]1[C@@H]2C (some centres undefined),2,2,0,3,9,0,0,-2.2,-2,14
CSCCC(NC(=O)c1ccco1)C(=O)N1CCC(C(N)=O)CC1 (centres undefined),2,-1,0,6,2,1,0,2.1,-4,3
Cc1nc(C)c(CCNC(=O)c2ccccc2)s1,2,9,8,3,1,3,-1,-1.2,0,0
CC(=O)Nc1ccc(N2CCCCC2)cc1,0,7,-3,7,4,-5,3,-2.3,-13,-1
CC(C)COC(=O)C(C#N)c1nc2ccccc2nc1N1CCN(Cc2ccc3c(c2)OCO3)CC1 (centres undefined),4,-7,2,-6,-9,-1,2,-1.5,-7,-7
Cc1ccc[n+](CC(=O)c2ccc(NC(=O)c3ccccc3)cc2)c1,0,-4,0,-2,1,0,2,0.3,0,9
O=S(=O)(NCc1cccs1)NCc1ccccc1F,0,6,1,-2,2,-2,0,-1.5,-1,-7
O=C1CCc2cc(NS(=O)(=O)c3ccc(F)cc3)cc3c2N1CCC3,-5,-5,1,8,-10,2,-3,-0.8,-4,-2
Cc1ccc(CN(C)C(=O)c2cccc(S(=O)(=O)N3CCc4ccccc43)c2)cc1,1,-11,-1,5,3,0,-3,-1.1,-1,2
CCCn1c(CCNc2nc(-c3cccc(Br)c3)cs2)nc2ccccc21,-7,-8,-3,-6,-11,-1,3,1.1,-6,-11
O=C(CN1CCCCC1)Nc1cc(Cl)ccc1Oc1ccccc1,1,-13,-2,-2,3,-4,-1,-1.1,-1,-2
C/C(=N\NS(=O)(=O)c1ccc(C)c([N+](=O)[O-])c1)c1cccs1,-1,-1,-1,13,1,-1,-4,0.0,9,9
CCS(=O)(=O)Nc1ccc2c(c1)C(=O)N(C)[C@@H]1CC[C@H](CC(=O)N3CCCCC3)O[C@H]1CO2,4,.,-6,3,.,6,2,.,-3,-12
COc1ccc(NS(=O)(=O)c2ccc(F)c(F)c2F)cc1S(=O)(=O)N1CCOCC1,-5,3,0,7,2,0,0,-2.1,-1,-1
CCOC(=O)c1c(-c2ccc(C)cc2)csc1NC(=O)/C(C#N)=C/c1ccc(O)c(OC)c1,0,-29,-4,-12,-12,3,2,-0.2,-25,-7
CCOC(=O)NC(=S)Nc1ccc(C(C)(C)C)cc1,1,-10,0,-5,6,-6,-2,0.8,-6,14
CC12CCC(=O)N1C(C(=O)Nc1nc(-c3ccccc3Cl)cs1)CS2 (centres undefined),1,-22,12,-13,8,8,-7,1.0,-17,-8
O=C(O)c1ccc(CNC(=O)C2CCN(S(=O)(=O)c3cccs3)CC2)cc1,0,3,1,3,-5,2,0,0.6,0,-5
CC(=O)Nc1ccc(NC(=O)Cc2ccc(S(=O)(=O)N3CCCCC3)s2)cc1,3,-5,4,6,-3,4,1,1.6,-6,-3
C[C@H](O)[C@@H]1C(=O)N2CCc3ccc(N4CCOCC4)cc3[C@@H]2C[C@@H]1N(C)C(=O)Nc1ccccc1,5,6,1,1,3,-1,2,-0.2,-2,5
COc1cc(CNC(=O)Nc2nnc([C@H]3C[C@H](O)[C@@H](CO)O3)s2)cc(OC)c1OC,3,.,-2,-7,5,-1,3,1.7,-2,10
Cc1cccc(-c2noc(CN(C)C(=O)c3ccc4c(c3)OCO4)n2)c1,8,-6,-6,7,-6,-2,3,-3.5,-9,-13
Cc1csc(NC(=O)c2ccc(C)o2)n1,10,1,5,-4,-3,6,-2,2.6,5,11
COc1ccc(CN2CCN(Cc3ccc(CO)o3)CC2CCO)cc1C (centres undefined),-8,-4,-8,-4,0,1,7,-1.8,-5,-14
Cn1c(=O)cc(OCCCC(=O)Nc2cccc(Cl)c2)c2ccccc21,-1,.,4,-3,-6,0,2,0.5,-1,7
O=C(NC1CCCCC1)C1c2ccccc2OCC(=O)N1Cc1ccccn1 (centres undefined),7,.,0,1,-5,1,-1,-0.5,-8,7
CSCCC(Nc1ncnc2ccc(Br)cc12)C(=O)O (centres undefined),-5,10,-1,-7,2,-1,-3,13*,3,-3
CCOc1ccc(CCNC(=O)COC(=O)C2CCN(c3ccc(C(F)(F)F)cn3)CC2)cc1OCC,-8,-12,-1,-4,0,1,5,-1.0,-9,-6
Cn1cc(S(=O)(=O)N2CCCC2)cc1C(=O)NCCc1ccccc1,5,-4,-1,5,10,0,-3,-1.8,2,-11
CC1=NN(C(=O)CCc2ccccc2)C(O)(c2ccncc2)C1 (centres undefined),-3,-5,-2,5,0,-2,1,0.0,3,4
CCOC(=O)N1CCN(c2nnc(-c3ccccc3)c3ccccc23)CC1,-3,-5,2,-2,3,0,-3,-1.3,-2,5
CCN(CC)C(=O)COc1ccc(CC(=O)O)cc1OC,3,1,-2,2,1,-1,0,-1.4,2,2
COCC(=O)N1C[C@H](C)[C@H](OC)CN(C)C(=O)c2cc(NC(=O)Nc3cccc(F)c3)ccc2OC[C@@H]1C,-3,.,4,11,0,1,-1,1.3,4,-8
CCn1c(SCC(=O)NC2CC2)nnc1C(C)Oc1ccccc1 (centres undefined),-5,4,-1,-2,9,-1,5,-0.1,0,4
O=[N+]([O-])c1ccccc1C=Nn1c(-c2cc(-c3ccccc3)n[nH]2)n[nH]c1=S,2,.,42*,2,.,3,-5,.,15,-8
CCCNc1c(NS(=O)(=O)c2ccc(NC(=O)CC)cc2)c(=O)oc2ccccc12,-4,-9,-1,-1,-1,-2,1,-3.4,0,-13
Cc1cc(C)nc(SCC(=O)N/N=C/c2cccn2-c2cccc(C(F)(F)F)c2)n1,-8,1,7,-4,-3,4,-2,-0.6,-19,-20
Cc1c(C(=O)NCc2ccc3c(c2)OCO3)oc2ccc(S(=O)(=O)N3CCCC3)cc12,11,-18,-2,-5,5,1,2,0.4,-15,2
CC(C)C(=O)Nc1ccc(-c2nc3cccnc3o2)cc1,3,-7,-1,-5,-1,-3,0,-1.1,-3,-3
O=C(CN1CCCCCCC1)N/N=C/c1ccc(F)cc1F,3,1,1,1,0,0,4,-1.1,10,8
COc1cccc2c1C(=O)C[C@]1(CCCC[C@@H]1C)O2,0,-4,2,-2,-3,0,-1,2.4,3,11
N=C1SC(c2ccccc2)C(=O)N1c1ncc(Cc2ccccc2Cl)s1 (centres undefined),0,-52,-4,-7,3,-3,-1,-3.1,-21,8
CC(C)(N[C@@H](Cc1ccccc1)C(=O)NCCCc1ccccc1)C(=O)NCc1ccccc1,5,.,1,4,.,0,0,.,2,-6
CC(OC(=O)CNC(=O)c1ccc2ccccc2c1)C(=O)NC1CCCCC1C (centres undefined),-1,-1,-2,5,3,-2,2,0.4,-6,0
NC(=Nc1c([N+](=O)[O-])cnc2ccccc12)N1CCOCC1,-9,.,-1,2,-4,-5,1,-1.9,2,-1
O=C(CSc1nnc(-c2ccncc2)o1)NCc1ccc(Cl)cc1,4,2,2,-5,-1,6,6,0.6,-7,-2
COC(=O)C1CN(C(=O)c2cccc(OC(F)F)c2)c2ccccc2O1 (centres undefined),1,-12,3,-4,-6,0,-1,0.3,-2,9
C[C@]12C(=O)N(c3ccc(F)cc3)C(=O)N1[C@H]1c3ccccc3OC[C@@H]1[C@H]2c1ccccc1,-8,-24,-2,-6,10,1,-3,-1.1,-15,6
NS(=O)(=O)c1ccc(NC(CNS(=O)(=O)c2ccccc2)c2ccccc2)cc1 (centres undefined),-1,-5,2,-4,-1,19,2,1.4,-12,3
O=C(C1=C(O)C(=O)N(CCN2CCOCC2)C1c1ccc(Br)cc1)c1cc2ccccc2o1 (centres undefined),2,1,1,-1,6,-7,2,5.8,-4,0
CC(C)Oc1ccc(S(=O)(=O)N2CCOCC2)cc1NC(=O)CSC(=S)N1CCCC1,-2,-16,0,5,-1,-2,0,-1.3,7,1
CCc1ccccc1NC(=O)CN1CCN(C(=O)c2ccc(OCc3cn4ccccc4n3)cc2)CC1,3,-2,10,-4,-4,1,-4,0.8,-4,-21
Cc1cc(/C([O-])=C(/C(=S)Nc2ccc(F)cc2)[n+]2ccccc2)c(C)n1-c1ccc(F)cc1,1,26,12,7,2,-2,4,-1.0,22,6
CC(OC(=O)c1ccc(Cl)nc1)C(=O)Nc1ccc(S(=O)(=O)N2CCCC2)cc1 (centres undefined),-1,-10,1,-10,5,-1,0,-0.6,-1,-5
Nc1c2c(nc3ccccc13)N(C1CCCCC1)CC2,-7,-3,2,2,-2,4,-1,1.9,12,11
CNc1cccc(-c2c(OC)cccc2OC)n1,-5,.,5,0,-9,0,-2,2.2,3,-2
NS(=O)(=O)c1ccc(NNC(=O)c2ccc(F)cc2F)cc1,1,.,4,7,8,1,1,0.3,2,-2
CC1CCCCC1NC(=O)CSc1ccc([N+](=O)[O-])cc1 (centres undefined),-7,5,0,6,7,-2,7,0.0,5,11
Cc1ccc(CC2SC(N)=NC2=O)cc1 (centres undefined),-5,-11,-4,-1,-7,2,-2,-0.3,2,-9
# Following part:
SMILES,DDE Tn7 FP inh,HTRA1 inh,PRMT1 inh,SIAE primary,TCR CD3 inh,UHRF1 binding,LEDGF integ inh,PG9 Ab binder,ABHD4 inh,TDP2 inh
CCCN1CCN(CCCNC(=O)c2cc3c(s2)-c2c(C)cccc2OC3)CC1,-4,5,1,-2,-4,0,-2,1.0,1,1
Cc1cc(N2CCN(C)CC2)nc2ccc(NC(=S)NCCCN3CCN(C)CC3)cc12,0,5,-3,0,-3,6,-3,0.8,22,10
Cc1ccc(S(=O)(=O)CCSc2nccn2C)cc1,5,0,-1,5,1,1,-2,-3.4,-3,-4
NC(=S)N(c1ccccc1)c1ccccc1,-3,6,-1,13,4,-2,4,-0.5,6,-5

# Source: PubChem (The Scripps Research Institute Molecular Screening Center)

# The order is random. Share with any hit: about 4.2%.
